Screens as filed in PubChem BioAssay.
E-selectin induc: induces E-selectin expression in human endothelial cells; P16581; activation, % at 7.58 µM; HUVEC E-selectin immunofluorescence imaging; normalized: neutral wells 0, TNF-alpha wells 100; 0.37% of 260,000 active;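 active means mean E-selectin-positive cell signal at least 10% of the positive control, reached in at least 60% of replicates, without over 20% cell loss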;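 further: in these data hits start at about 27%; measured in HUVEC primary endothelial cells; signal is the percent of cells scored E-selectin positive by PE staining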
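assay system = HUVEC, human umbilical vein endothelial cells | input = 3,000 HUVEC seeded per well | medium = EGM-2 growth medium on 0.1% gelatin-coated wells | dosing = one compound dose added by pin transfer | signal = immunofluorescence imaging | read-out basis = % PE-positive cells | control set = TNF-alpha, DMSO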
esBAF inh: SWI/SNF esBAF complex inhibition. mouse ES cells, Bmi1-luciferase knock-in reporter, 24 h; 100% = twice the neutral-well signal. reporter increase, % at 12.5 µM. 2% of 350,000 active. AID 602393; in the data active means activation above about 40%;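 further: 0% = median of the plate's neutral control wells and 100% = double that signal; a rise in the Bmi1 reporter signal indicates esBAF inhibition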
XiGFP reactiv: activators of X-chromosome reactivation in mouse fibroblasts | 0.055% of 360,000 active | XiGFP mouse fibroblasts, % GFP-positive cells imaging, 3 d; cells co-treated with 5-aza-dC sensitizer; scaled so ellipticine positive control = 100% | activation, % at 7.58 µM;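 active means mean normalized replicate activation at least 10% and every replicate at or above 10%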;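 further: 0% = median of on-plate neutral control wells and 100% = ellipticine 6 µM median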
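Assay system – SV40-immortalized XiGFP fibroblast cells, line 68-5-11 · Buffer or medium – DMEM supplemented with 5-aza-dC as sensitizing agent · Dosing – one concentration, pinned · Benchmarks – positive control ellipticine, 6 µM final · Times – 3 days compound exposure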
RAD54 branch: RAD54 (human) branch migration inhibition; RAD54 Holliday junction branch migration, FAM/BHQ fluorescence; AID 602329; Q92698; 0.14% of 360,000 active; inhibition, % at 10.4 µM;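 active means mean normalized replicate activity at least 40 and at least half of replicates scoring 40 or more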;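 further: 0% = median of neutral control wells and 100% = median of positive control wells; inhibitors cause a drop in the FAM fluorescence signal; in these data hits start at about 50%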
Target sequence (Q92698 whole entry, looked up): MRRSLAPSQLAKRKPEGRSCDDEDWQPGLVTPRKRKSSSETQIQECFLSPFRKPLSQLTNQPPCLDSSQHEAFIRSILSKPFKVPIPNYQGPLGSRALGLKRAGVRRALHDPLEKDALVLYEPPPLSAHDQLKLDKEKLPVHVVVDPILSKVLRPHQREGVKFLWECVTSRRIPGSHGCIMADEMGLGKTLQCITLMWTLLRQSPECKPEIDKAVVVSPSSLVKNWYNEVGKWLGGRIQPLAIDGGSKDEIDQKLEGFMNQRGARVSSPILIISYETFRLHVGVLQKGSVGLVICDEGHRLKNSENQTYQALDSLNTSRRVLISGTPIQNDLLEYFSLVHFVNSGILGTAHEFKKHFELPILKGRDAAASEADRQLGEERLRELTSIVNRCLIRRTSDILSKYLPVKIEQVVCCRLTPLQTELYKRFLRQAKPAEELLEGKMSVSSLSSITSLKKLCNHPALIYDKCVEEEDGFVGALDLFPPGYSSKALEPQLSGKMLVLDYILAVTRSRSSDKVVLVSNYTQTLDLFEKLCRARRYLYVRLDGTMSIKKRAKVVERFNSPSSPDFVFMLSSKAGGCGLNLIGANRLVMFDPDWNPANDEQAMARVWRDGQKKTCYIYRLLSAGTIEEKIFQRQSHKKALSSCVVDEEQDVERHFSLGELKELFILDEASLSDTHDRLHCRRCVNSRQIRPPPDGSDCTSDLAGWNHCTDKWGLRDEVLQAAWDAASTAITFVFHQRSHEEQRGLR
S100A4 MyoIIA: inhibitors of human S100A4 binding to myosin IIA peptide | inhibition, % at 10.7 µM | P26447 | S100A4/TAMRA-MyoIIA peptide fluorescence polarization | 0.14% of 360,000 active;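 active means mean inhibition of at least 70% across replicates, with every replicate also reaching that level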
Target sequence (P26447 whole entry, looked up): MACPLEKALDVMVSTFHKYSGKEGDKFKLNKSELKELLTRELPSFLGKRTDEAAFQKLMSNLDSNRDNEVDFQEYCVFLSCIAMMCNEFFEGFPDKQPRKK
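assay system = human S100A4 monomer with TAMRA-labelled myosin IIA peptide | also added = labelled myosin peptide probe, 5 nM | incubation = 5 min between mix addition and reading | control set = DMSO and TFP controls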
EWS-Fli block: EWS/Fli transcriptional activity inhibition | A673 NR0B1-luciferase reporter, viability-normalised | inhibition, % at 12.6 µM | 0.67% of 350,000 active | AID 651661;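 active means mean inhibition of at least 50% after viability correction, with every replicate also passing that limit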;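 further: firefly luciferase signal divided by Alamar Blue viability fluorescence both relative to DMSO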
FN deposition inh: fibronectin deposition inhibition; AH1F fibroblasts, Alexa488-fibronectin deposition fluorescence, overnight; inhibition, % at 12.6 µM; 0.086% of 350,000 active;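 active means mean inhibition across replicates of 30% or more, regardless of how many single replicates reach that level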;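 further: positive control wells lacked labelled fibronectin entirely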
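Assay system: AH1F fibroblasts / Quantity: 10000 cells per well / Medium: DMEM plus 2% serum, read in PBS / Reagent: labelled fibronectin 24 nM / Dosing: single dose, pinned / Times: 1 h cell attachment, overnight exposure to compound and label / Signal: fluorescence, ex 485 nm, em 525 nm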
RAD52 inh: inhibitors of human RAD52 DNA annealing; AID 651710; inhibition, % at 18.7 µM; recombinant RAD52 DNA annealing, FRET fluorescence; 0.46% of 360,000 active;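 active means every replicate showing at least 50% inhibition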
* hit, by the source's call; . = no result given; & = joins results of further samples. Not a hit list; 3% or so of the library scored in one or more.

#	molecule	E-selectin induc	esBAF inh	XiGFP reactiv	RAD54 branch	S100A4 MyoIIA	EWS-Fli block	FN deposition inh	RAD52 inh
1	O=C1CC(N2CCN(c3ncccn3)CC2)C(=O)N1CCc1ccccc1 (stereo not given)	.	.	0.0	.	10	2	.	-7
2	COc1ccc(S(=O)(=O)N2CCOCC2)cc1NC(=O)c1ccc(-n2nc(C)cc2C)cc1	-0.1	-2	-0.3	.	1	0	1	-5
3	C[C@@H]1CN([C@H](C)CO)S(=O)(=O)c2ccc(C#CC3CCCCC3)cc2O[C@H]1CN(C)C(=O)Cc1ccncc1	-0.4&0.9	11&1&14	0.5&-0.9	0&-4&-4	-6&-14&-34	0&5&22	.	-7&4&-44
4	Cc1noc(C)c1NC(=O)N(C)C[C@H]1OCCCC[C@@H](C)Oc2ccc(N(C)C)cc2C(=O)N([C@@H](C)CO)C[C@@H]1C	-0.1	0	0.0	-1	-1	-4	.	-34
5	Cc1noc(C)c1S(=O)(=O)N(C)C[C@H]1Oc2ccc(NC(=O)c3ccncc3)cc2CC(=O)N([C@H](C)CO)C[C@H]1C	-0.1	.	0.2	.	-3	-11	-13	10
6	COc1ccc([C@H]2CC(=O)C=C(/C=C/c3ccccc3)C2)cc1	-0.1	70*	0.0	4	1	-118	12	-45
7	C/C=C/c1ccc([C@@H]2[C@H](CO)N(Cc3cncnc3)C23CN(C(=O)CC)C3)cc1	0.0	.	0.2	.	5	5	.	-1
8	COc1ccc(C(=O)NCc2ccc3c(c2)OCO3)cc1	1.1	-1	0.0	-1	-1	-3	-12	-3
9	CO[C@@H]1CN(C)C(=O)c2ccc(NS(C)(=O)=O)cc2OC[C@@H](C)N(C(=O)c2ccc3c(c2)OCO3)C[C@H]1C	-0.4	-3	-0.4	-4	.	3	-5	.
10	O=C(Nc1ccc(Cl)cc1)N1CCOCC1	.	9	0.0	15	0	-19	-6	-1
11	COc1cccc(NC(=O)CN(C)C(=O)Cn2c(=O)oc3ccccc32)c1	.	.	-0.1	16	-3	1	8	-13
12	Cc1onc(-c2ccccc2)c1-c1nnc(-c2ccccc2C(F)(F)F)o1	-0.2	-7	-0.1	-6	-4	-1	1	-8
13	Cn1cnc(S(=O)(=O)N2C[C@H](O)COC[C@@H]3O[C@H](CC(=O)NCc4ccc(F)cc4)CC[C@H]32)c1	0.0	-2	-0.1	-4	12	0	-5	1
14	CC(C)(C)C(=O)Cn1nnc(-c2ccc(C(F)(F)F)cc2)n1	-0.3	3	-0.1	.	-1	-9	4	-11
15	Cn1cc(/C=C2\SC(=S)N(NC(=O)c3ccccc3)C2=O)c2ccccc21	.	.	0.1	-5	37	0	-5	-22
16	CS(=O)(=O)Nc1ccc2c(c1)[C@@H]1C[C@@H](CC(=O)NCCc3ccccc3)O[C@@H](CO)[C@@H]1O2	1.6	4	0.0	-1	2	6	-6	5
17	C[C@H]1CN([C@@H](C)CO)C(=O)Cc2cc(NC(=O)CCN3CCOCC3)ccc2O[C@@H]1CN(C)Cc1ccc(C(F)(F)F)cc1	.	0	-0.1	-2	9	7	.	8
18	Cc1cccc(NS(=O)(=O)c2ccc(C(=O)NCC(C)(C)N3CCOCC3)cc2)c1C	2.4	4	0.3	3	-25	17	2	-8
19	CCC(=O)N1C[C@@H]2[C@H](c3ccccc31)[C@H](CO)N2Cc1ccccc1OC	-0.2	-12	0.4	2	2	12	.	10
20	Cc1ccc(C2=NNC(c3ccc(Cl)cc3)=Nc3ccccc32)o1	0.1	6	0.0	3	.	.	0	.
21	Cc1ccc(-c2nn(-c3ccccc3)cc2/C=C/C(=O)OCC(=O)NC2CC2)o1	.	.	0.0	.	-7	-2	-2	-16
22	COc1ccc(S(=O)(=O)Nc2ccc3c(c2)C(=O)N([C@H](C)CO)C[C@@H](C)[C@H](CN(C)S(=O)(=O)c2ccc(Cl)cc2)O3)cc1	8.5	0	1.9	0	.	4	.	.
23	Cc1cccc(NC(=O)C2C3CCCCC32)c1 (stereo not given)	.	67*	0.0	0	-3	-104	-1	3
24	COC(=O)C1=C(C)N(Cc2ccc3c(c2)OCO3)C(=O)C1	.	.	0.1	.	-3	-14	5	-12
25	Cc1noc(C)c1S(=O)(=O)Nc1ccc2c(c1)C(=O)N([C@H](C)CO)C[C@H](C)[C@H](CN(C)C(=O)Nc1cccc3ccccc13)OCCCC[C@H](C)O2	0.5	-6	0.1	1	1	4	-1	-15
26	Cc1cc(C)cc(CC(=O)N2CCC2(C)C(=O)NS(=O)(=O)c2ccc(C#N)cc2)c1 (stereo not given)	0.2	-1	0.1	-2	0	-32	7	-7
27	C[C@@H]1CN(S(=O)(=O)C(C)(C)C)[C@@H](CCO)/C1=C\c1ccccc1	0.0	1	0.0	9	-20	2	5	-1
28	O=C(Cc1ccccc1)N1O[C@H]2C=C[C@@H]1C2	0.0	.	0.1	.	-10	-12	-5	-17
29	CC(C)c1ccc(C(O)c2cnc(C(C)C)n2C)cc1 (stereo not given)	2.2	73*	0.2	5	3	-91	0	-2
30	CC1Cc2ccccc2N1C(=O)c1ccc(F)c(S(=O)(=O)N2CCOCC2)c1 (stereo not given)	.	-5	0.1	1	3	10	.	-7
31	Cc1ccc(NC(=O)NC(=O)CSc2n[nH]c(N)n2)c(C)c1	0.6	0	0.0	0	-1	-1	4	-12
32	CC(C)C(C(=O)O)N1CCS(=O)(=O)CC1 (stereo not given)	.	.	0.0	.	-1	8	6	-6
33	CC(=O)N/C(=C\c1ccccc1)C(=O)NCC(=O)O	0.1	.	0.2	.	-5	-1	-2	-6
34	C=CCOc1ccc(/C=C\c2nc(O)c([N+](=O)[O-])c(=O)[nH]2)cc1OCC	-0.7	0	0.0	-15	-3	2	4	-25
35	O=C(c1cnn(-c2ccc(Cl)cc2)c1)c1ccccc1O	.	.	0.0	.	-5	-56	5	-19
36	C=CC[C@]12CC=CC(=O)[C@@]1(O)O[C@H](c1ccc(OC)c(OC)c1)[C@H]2C	.	1	.	12	-2	9	.	-15

Some of these compounds in order of their number in esBAF inh, high to low:
cpd | SMILES | esBAF inh | S100A4 MyoIIA | RAD52 inh
36 | C=CC[C@]12CC=CC(=O)[C@@]1(O)O[C@H](c1ccc(OC)c(OC)c1)[C@H]2C | 1 | -2 | -15
26 | Cc1cc(C)cc(CC(=O)N2CCC2(C)C(=O)NS(=O)(=O)c2ccc(C#N)cc2)c1 (stereo not given) | -1 | 0 | -7
25 | Cc1noc(C)c1S(=O)(=O)Nc1ccc2c(c1)C(=O)N([C@H](C)CO)C[C@H](C)[C@H](CN(C)C(=O)Nc1cccc3ccccc13)OCCCC[C@H](C)O2 | -6 | 1 | -15

Further entries.
#	molecule	E-selectin induc	esBAF inh	XiGFP reactiv	RAD54 branch	S100A4 MyoIIA	EWS-Fli block	FN deposition inh	RAD52 inh
37	CC1CC(C)CN(CCCNC(=O)c2ccc(CNS(=O)(=O)c3ccc(F)cc3)cc2)C1 (stereo not given)	.	8	0.0	6	6	-1	-2	4
38	CC(C)NC(=O)N1CC(=O)N2[C@H](CO)[C@H](c3ccc(/C=C/c4ccccc4)cc3)[C@@H]2C1	0.2	.	0.0	.	2	0	1	8
39	CCOC(=O)c1cnc2c(OC)cccc2c1N1CC(C)CC(C)C1 (stereo not given)	0.0	-2	0.0	11	0	20	-8	6
40	CCOc1ccc(OCCOC(=O)C2CCN(S(=O)(=O)c3ccc(C)c(C)c3)CC2)cc1	0.1	1	0.0	.	-1	-3	5	-10
41	COc1ccccc1CNC(=O)CCNC(=O)c1ccco1	.	2	0.1	6	-1	-4	1	-6
42	C[C@H]1CN([C@@H](C)CO)C(=O)c2cccc(NC(=O)c3cnccn3)c2O[C@H]1CN(C)S(=O)(=O)c1ccc(Cl)cc1	-0.2	4	0.6	.	.	2	3	.
43	CN(CCOc1ccc(Cl)cc1)C(=O)c1ccc(S(=O)(=O)N2CCOCC2)cc1	1.6	-2	0.0	5	2	4	-18	5
44	COc1ccc(CNCc2ccc(OC)c3ccccc23)cc1	-0.2	-2	0.0	-6	-4	12	-16	11
45	Cc1ccsc1C(=O)N1CCN(c2ncccn2)CC1	.	3	-0.1	-7	-5	-3	8	-7
46	O=[N+]([O-])c1ccc(N2CCN(Cc3ccccc3)CC2)s1	-0.2	3	0.1	-12	-7	7	0	-17
47	NC(=S)NNc1ccc(Cl)c(Cl)c1	.	-13	-0.1	0	-9	22	-9	-5
48	CCN(CCNC(=O)C1CCN(c2nnc(-n3cccc3)s2)CC1)c1ccccc1	-0.3	2	0.0	1	13	12	-8	-64
49	COc1cccc(-c2ccc3c(c2)[C@H]2[C@H](CCN2S(=O)(=O)c2cn(C)cn2)[C@@H](CO)N3)c1	0.6	6	0.1	-6	-4	-4	1	8
50	O=C(CC1C=CCC1)Nc1ccccc1 (stereo not given)	0.0	21	0.1	-1	1	-11	-3	-10
51	O=C(C[C@@H]1CC[C@@H]2[C@H](COC[C@H](O)CN2Cc2ccc(F)cc2)O1)N1CCc2ccccc2C1	0.0	18	0.1	-5	-11	-39	5	24
52	COc1ccc(NC(=O)CNc2ccc(C#N)cc2)cc1	.	.	0.1	.	20	1	-11	-8
53	CCOC(=O)C1(Cc2ccc(Cl)cc2)CCN(C(C)Cc2ccc(O)c(OC)c2)CC1 (stereo not given)	.	-16	0.1	1	-10	38	1	-2
54	C/C(=N\NC(=O)CNC(=O)c1ccccc1F)c1ccco1	.	-3	0.3	5	3	-6	11	3
55	C[C@@H]1CCCCO[C@H](CN(C)Cc2ccc(C(=O)O)cc2)[C@H](C)CN([C@H](C)CO)C(=O)c2cc(NC(=O)c3ccccc3)ccc2O1	-0.1	3	0.2	0	31	1	0	-9
56	COCCCNc1nc2nonc2nc1N1C[C@H]2CC[C@H]1C2	.	-2	0.0	.	1	-7	6	-8
57	COc1cc(/C=N\NC(=O)c2ccc(Cl)cc2)ccc1Oc1ccc([N+](=O)[O-])cn1	.	.	0.2	.	-8	-1	0	-10
58	CCCCCC(=O)Nc1ccc(C(=O)COC(=O)CN2C(=O)NC3(CCCC3)C2=O)cc1	.	.	0.1	.	2	-12	-5	-5
59	O=C(Nc1ccc(N2CCCC2)cc1)c1cc(Br)ccc1Cl	1.7	3	0.0	3	0	3	-45	12
60	CCn1c(/C=C/Nc2ccccc2)[n+](CC)c2ccc(C(=O)OCC(F)(F)F)cc21	2.8	-4	0.0	-8	-2	9	-4	14
61	CCCNC(=O)N1C[C@H](C)[C@H](OC)CN(C)C(=O)c2cc(NC(C)=O)ccc2OC[C@@H]1C	1.8	1	0.1	-8	3	-4	-5	-5
62	CC(C)NC(=O)Nc1ccc2c(c1)C(=O)N([C@@H](C)CO)C[C@@H](C)[C@H](CN(C)C(=O)c1ccncc1)OCCCC[C@@H](C)O2	-0.1	.	0.3	10	2	.	1	-10
63	O=C(C[C@H]1C[C@H]2c3cc(NC(=O)C4CCOCC4)ccc3O[C@H]2[C@@H](CO)O1)NCc1ccc(Cl)cc1	0.0	1	-0.1	-8	-4	-2	-21	1
64	CO[C@H](CN(C)C(=O)c1ccccc1F)[C@@H](C)CN([C@@H](C)CO)S(=O)(=O)c1ccccc1	0.1	-1	-0.1	-4	4	3	-11	11
65	CC1(C(=O)Nc2cnc3ccccc3c2)CCN1C(=O)C/C=C/c1ccccc1 (stereo not given)	0.0	-4	0.3	-3	-1	9	4	-45
